Screening data from PubChem BioAssay.
KDM5B inh – blocks human KDM5B histone demethylase activity; Q9UGL1; KDM5B demethylase, FDH-coupled NADH fluorescence (FDH is formaldehyde dehydrogenase); Potency, µM (titrated, usually from 57.7 µM), for the others: at the highest dose activity change, negative = inhibition, most hits filed as inhibitors; 220,000 tested, 2.6% active; active = well fitted inhibition curve with a large enough effect; inconclusive = small, poorly fitted or top-dose-only effect; inactive = no such curve, though single readings can be large or run the other way; also: 0% is about no effect; nearly all actives have a fitted effect of over 70% in size
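Inhibition is measured as reduced NADH fluorescence generation from FDH coupling to formaldehyde release. Truncated KDM5BΔAP at 200 nM final acts on H3K4me3 peptide (12.5 µM in substrate mix) in pH 7.5 HEPES buffer with Tween-20, 30 min, room temperature.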
Active calls of the source: *; i = inactive; ? = inconclusive; [ ] = remark or other dose. Potency is read from the fitted curve at half-maximal effect. This is a subset; rates above refer to the full screens.

KDM5B inh | Molecule
? | CC(NCc1cccs1)C(=O)Nc1cc(Cl)cc(Cl)c1 (stereo not given)
? | CSc1cccc(N/C=C/C(=O)c2ccc(C)c(C)c2)c1
23.6% | O=C1CCCN1CC(=O)N1CCCC(c2nc3ccccc3o2)C1 (stereo not given)
-3.9% | Cc1ccc(-n2nc3n(c2=O)CCN([S+](=O)([O-])c2cccs2)C3)cc1
-34.5% | CN(Cc1cc(C2CC2)n[nH]1)C(=O)c1ccccc1C1CCNC1 (stereo not given)
-15.0% | COc1cc(OC)c(NC(=O)N2CCCn3nc(C)cc32)cc1Cl
8.9% | O=C(/C=C/c1ccncc1)NCCc1ccc(F)cc1
4.5% | CN(C(=O)NCc1ccc(F)cc1)C1CCc2nn(CC3CC3)c(=O)n2CC1 (stereo not given)

Six entries out of the list above, ordered by the number in KDM5B inh, descending:
KDM5B inh | Molecule
23.6% | O=C1CCCN1CC(=O)N1CCCC(c2nc3ccccc3o2)C1 (stereo not given)
8.9% | O=C(/C=C/c1ccncc1)NCCc1ccc(F)cc1
4.5% | CN(C(=O)NCc1ccc(F)cc1)C1CCc2nn(CC3CC3)c(=O)n2CC1 (stereo not given)
-3.9% | Cc1ccc(-n2nc3n(c2=O)CCN([S+](=O)([O-])c2cccs2)C3)cc1
-15.0% | COc1cc(OC)c(NC(=O)N2CCCn3nc(C)cc32)cc1Cl
-34.5% | CN(Cc1cc(C2CC2)n[nH]1)C(=O)c1ccccc1C1CCNC1 (stereo not given)

Additional results:
KDM5B inh | Molecule
18.9% | COc1ccc(CCC(=O)NCC(=O)N2CCCCCCNC(=O)CC2c2ccccc2)cc1 (stereo not given)
6.4% | O=C(CC1CCN(S(=O)(=O)c2ccc(F)c(F)c2)C1)NCc1ccccc1 (stereo not given)
-12.7% | CCCN1C(=O)Cc2cc(C(=O)NCc3ccccc3F)ccc21
6.5% | Cn1cccc1C(=O)N1CCC(Cc2nc(C3CC3)n[nH]2)C1 (stereo not given)
6.4% | CC(=O)c1ccc(NC(=O)C2CCCN(S(=O)(=O)c3cn(C)cn3)C2)cc1 (stereo not given)
? | Cc1cc(C(=O)Nc2ccc(I)cc2)c(C)o1
15.0% | CS(=O)(=O)NCCCNc1nc2ccccc2o1
-10.7%[86.2 µM] | CC(=O)N(C)Cc1ccc(-c2ccccc2)cc1
-7.3% | Cc1ccc2cccc(NC(=O)c3ccccc3)c2n1
-24.2% | COc1ccc(CNC(=O)Cc2c(C)c3ccc(OC)c(OC)c3oc2=O)cc1
-16.2% | CC(C)OCCCn1c(SCc2ccccc2C#N)nc2c(sc3ccccc32)c1=O
-16.3% | O=C(/C=C/c1cc2ccccc2nc1N1CCOCC1)c1cccc(O)c1
i | CCc1cc(=O)oc2cc(C)cc(OC(C)C(=O)NCc3cccnc3)c12 (stereo not given)
? | CC(=O)NCCNc1nc2c(-c3cccc(C(F)(F)F)c3)nnn2c2ccccc12
28.6% | COCCC(=O)N1[C@@H]2CC[C@H]1CC(NC(=O)c1cnc(C)cn1)C2 (stereo not given in full)
11.3% | CCn1cc(Br)c(C(=O)Nn2c(C)nc3sc4c(c3c2=O)CCC(C)C4)n1 (stereo not given)
-13.6% | O=C1C(=O)N(CCN2CCOCC2)C(c2cccc(F)c2)/C1=C(\O)c1ccc(Br)cc1 (stereo not given)
-6.7%[86.2 µM] | O=[S+]([O-])(Nc1cccnc1)c1ccc2c(c1)OCCN(CC1CCOCC1)C2
-178.0% | Nc1nc2c(s1)C(c1cccc(OCc3ccccc3F)c1)CC(=O)N2 (stereo not given)
23.3% | COCc1cc(NCc2cccnc2Oc2cccc(C(F)(F)F)c2)ncn1
-19.0%[115 µM] | Cn1cc(C2CC2)c2nc(COc3ccccc3)cn2c1=O
? | CN(C)c1ccc(C2C=C(c3ccccc3)Nc3nnnn32)cc1 (stereo not given)
27.2% | CC(C(=O)NCCc1ccc(S(N)(=O)=O)cc1)N1C(=O)CC(C)(C)Sc2ccccc21 (stereo not given)
-11.7% | O=C(NC1CCN(c2cc(-c3ccccc3)[nH]n2)CC1)c1ccc2ncccc2c1
3.3% | O=S(=O)(c1ccc2oc(Nc3ccc(F)c(F)c3)nc2c1)N1CCCCC1
36.2%[115 µM] | COCc1cc(C[C@@H]2C[C@H](NC3CCC3)C2(C)C)no1
-10.2% | COc1ccc(S(=O)(=O)N(CC(F)(F)F)C2CC2)c2cccnc12
13.7% | NC(=O)c1ccc(CN(CC2CCOC2)C2CC2)cc1 (stereo not given)
? | O=C(CC1CCCCC1)N1CCC2(CC1)NC(=O)N(c1ccc(F)cc1)N2
? | COC(=O)[C@@H]1Cc2ncn(Cc3ccc(OC)cc3)c2CN1S(=O)(=O)c1ccccc1
-21.1% | O=C1CCN(C(=O)CCCc2ccccc2)CCCC(CO)CCN1 (stereo not given)
16.9% | COc1ccc(CC(=O)N/N=C(\C)c2ccc(Br)s2)cc1
-0.7% | CC(=O)Nc1ccc(NC(=O)C(C)OC(=O)c2ccccc2NS(=O)(=O)c2cccs2)cc1 (stereo not given)
? | O=C(CC1C(=O)NCCN1Cc1ccccc1)NCCCOc1cccnc1 (stereo not given)
-11.9% | CCCN(CC(=O)Nc1ccccc1C)C(=O)c1cc2ccccc2oc1=O
-17.1% | CC(=O)Nc1ccccc1-c1nc2ccccc2n(C(C)C(=O)Nc2ccccc2C(F)(F)F)c1=O (stereo not given)
-12.1%[86.2 µM] | O=C(Cc1ccccc1)Nc1ccc([C@@H](O)[C@H]2COCC(=O)N2Cc2ccccn2)cc1
-24.2%[115 µM] | CN(C(=O)C1CC1)C1CCCc2ccccc21 (stereo not given)
? | Cc1ccc(S(=O)(=O)NCc2nc3cccnc3n2Cc2ccccc2Cl)c(C)c1
-2.1% | CC(=O)c1ccc(Oc2nc(C)nc3c2oc2ccccc23)cc1

Quoted from the listing.
Value of CN(Cc1cc(C2CC2)n[nH]1)C(=O)c1ccccc1C1CCNC1 (stereo not given) in KDM5B inh: -34.5%
Value of CC(C(=O)NCCc1ccc(S(N)(=O)=O)cc1)N1C(=O)CC(C)(C)Sc2ccccc21 (stereo not given) in KDM5B inh: 27.2%
Value of O=C(NC1CCN(c2cc(-c3ccccc3)[nH]n2)CC1)c1ccc2ncccc2c1 in KDM5B inh: -11.7%
Value of CN(C(=O)NCc1ccc(F)cc1)C1CCc2nn(CC3CC3)c(=O)n2CC1 (stereo not given) in KDM5B inh: 4.5%

Remaining list, next part
KDM5B inh | Molecule
-0.7% | CC(=O)ONC(=Nc1ccccc1)c1nonc1N
-14.4% | O=C(O)c1ccc(C#Cc2cccc(F)c2)cn1
5.2% | CCN(CC)CCNC(=O)C1CCCN(c2ncnc3onc(C)c23)C1 (stereo not given)
4.1% | CCCOc1ccc(C(CC(=O)O)NC(=O)c2ccccc2F)cc1 (stereo not given)
-26.6% | O=C(NCc1ccccn1)C1CCN(C(=O)C2(c3ccc(F)cc3)CC2)CC1
-5.8% | CCN(CC)C(=O)c1cccc2nc3ccccc3nc12
-18.5% | CCCCn1c(N)c(N(C(=O)c2cc3c(s2)CCC3)C2CCCC2)c(=O)[nH]c1=O
-1.7% | COc1cc(OC)c(OC)cc1CN1CCC(O)(CN2CCCC2)CC1
31.2%[activator] | COCc1nc(NCCc2nc(-c3ccccn3)no2)c2cnn(C)c2n1
7.6% | OCCCc1nc2ccccc2s1
3.0% | CN1CCCCCCN(S(=O)(=O)c2ccccc2)CCC1=O
-6.5% | Cc1cc(C)n(CCC(=O)NCC2Cn3cccc3C(=O)N2Cc2ccccc2)n1 (stereo not given)
13.3% | CCNc1nc(Oc2ccc(C(=O)OC)cc2)nc(N2CCOCC2)n1
-3.5% | CC1=C(C(=O)Nc2cccnc2)C(c2ccc(Cl)cc2)n2nc(SCc3ccccc3)nc2N1 (stereo not given)
6.0% | O=C1/C(=C/c2ccc(F)cc2)C(c2ccccc2)Oc2ccccc21 (stereo not given)
-19.2% | CC1CCC(NC(=O)c2nnn3c2COC(c2ccc(F)cc2)C3)CC1 (stereo not given)
12.4% | CCCS(=O)(=O)N1CC[C@H](c2nc(C)no2)[C@H](NC(=O)COC)C1
? | Clc1cc2[nH]c3c(c2cc1Cl)CCCC3
31.6µM* | COCCNc1ncc(-c2ccc(O)cc2)c2c1OCC2
? | COc1cccc(CNC(=O)C2=C(C)C(=O)OC23CCCCCC3)c1
1.8% | CCCCCn1nc(C(=O)N2CCCC(c3nc4ccccc4s3)C2)c2ccccc2c1=O (stereo not given)
? | COc1ccc(C2c3c(n(C)c4ccccc34)C(=O)N2CC(=O)Nc2ccc(Cl)cc2)cc1 (stereo not given)
? | Cc1ccc(C)c(CN2C(=O)c3ccccc3S(=O)(=O)c3ccc(C(=O)N4CCCCCC4)cc32)c1
-4.9% | CC(=O)c1cc2c(cc1N/C(=N/S(=O)(=O)c1ccc(Br)cc1)c1ccccc1)OCO2
3.3% | O=C(NCc1ccc(OC(F)(F)F)cc1)NC1CCc2n[nH]c(=O)n2CC1 (stereo not given)
-4.5% | NC(=O)c1cccc(CNC(=O)C2CCCC2)c1
1.9% | COc1ccc(S(=O)(=O)N2CCN(c3ccccc3OC)CC2)cc1-c1noc(C)n1
0.8%[86.2 µM] | CN1C(=O)COC[C@@H]1[C@H](O)c1ccc(NC(=O)c2ccccc2)cc1
15.9% | CC(C)OC(=O)/C(C#N)=C/c1ccc(-c2ccccc2Cl)o1
9.0% | COc1ccc(C(=O)N2CCCC(Cc3ncc(C)n3Cc3ccc(F)cc3)C2)cn1 (stereo not given)
89.1%[activator] | Cc1cccc(-c2cc(C(=O)NCc3ccccn3)c3ccccc3n2)c1
2.3% | COc1cccc(/C=N/Nc2nc3ccccc3[nH]2)c1OC
-2.8% | O=C(Cn1c(=O)oc2cc(S(=O)(=O)N3CCOCC3)ccc21)c1ccc2c(c1)OCCO2
-27.5%[86.2 µM] | Fc1ccc(-c2cnc3n2C[C@H](CNCC2CCCCC2)OC3)cc1
? | Fc1ccccc1CN1CCc2ccccc2C1
-13.3% | CC(NC(=O)c1ccc2ccccc2n1)c1ccc(Cl)c(Cl)c1 (stereo not given)
-6.6% | Cc1ccc(NCc2ccccc2-c2nnc(-c3ccccc3Cl)o2)cc1Cl
1.5% | Cc1ccc(S(=O)(=O)c2[nH]c(-c3ccccc3)nc2SC(C)C(=O)O)cc1 (stereo not given)
18.2% | O=C(NCc1cccnc1)c1c(OCC2CC2)cc(=O)n2c1CCCCC2
? | O=c1[nH]cccc1-c1nc2cc(Cl)ccc2n1Cc1ccccc1

Structural class, those above containing a furan ring, fused or not (three)
KDM5B inh | Molecule
? | Cc1cc(C(=O)Nc2ccc(I)cc2)c(C)o1
-2.1% | CC(=O)c1ccc(Oc2nc(C)nc3c2oc2ccccc23)cc1
15.9% | CC(C)OC(=O)/C(C#N)=C/c1ccc(-c2ccccc2Cl)o1

Going on with the list.
KDM5B inh | Molecule
? | COc1ccccc1-c1ccc2c(n1)CN(Cc1csc(C)n1)C(=O)CO2
5.9% | Cc1ccc(Cn2c(CNC(=O)c3cccc(C)c3)nc3ccccc32)cc1
24.1% | Cc1cc2nc(C(=O)Nc3ccc(C(C)C)cc3)c(=O)n(C)c2cc1C
18.9% | CCC(C)[C@H](NC(=O)NCc1ccccc1)C(=O)OC (stereo not given in full)
-8.6% | CN(C)n1cccc1/C=C(\C#N)S(=O)(=O)c1cccc(Cl)c1
-1.2% | Cc1cc(C)c2oc(C(=O)N3CCN(Cc4ccccc4)CC3)cc(=O)c2c1
? | Cc1ccc(OCC(=O)NNC(=S)NC(=O)C(C)(C)C)c(Br)c1
19.2% | O=C(CN1C(=O)NC2(CCCCC2)C1=O)N1CCCCCC1
-3.4% | CNC(=O)N1CCCN(C)c2ccccc21
? | O=C(NCc1ccnc2[nH]ccc12)c1ccc2ccccc2n1
-16.0% | Oc1cc(C2CCCCC2)cc(C2CCCCC2)c1
-22.6% | COc1cc(C(=O)Nc2ccc(OCc3cc(=O)n4cc(C)sc4n3)cc2)cc(OC)c1OC
1.1%[149 µM] | CN1CCC2(Cc3ccccc3CN(C(=O)Cc3ccccc3)C2)C1 (stereo not given)
9.9% | CCN(c1ccccc1)S(=O)(=O)c1nnc(NC(=O)C(C)(C)C)s1
-1.5% | CCCCc1ccc(CC(=O)NCc2coc(-c3cccs3)n2)cc1
6.4% | Cc1ccccc1CNC(=O)COc1ccc(NC(=O)C2CC2)cn1
-6.3% | CSc1cccc(NC(=O)N[C@H]2CCN(C(=O)c3cccn3C)[C@@H]2C(=O)N[C@H]2CCCNC2=O)c1
-8.0% | CCCc1cc(N2CCN(c3ccc(OC)cc3)CC2)n2cnnc2n1
-19.5%[86.2 µM] | CC1=C[C@@H](CC#N)[C@H](C(C)C)C[C@H]1CC(=O)N1CCOCC1
-4.6% | Cc1cc(-c2ccc(S(=O)(=O)N3CCN(c4ccc(Cl)cc4)CC3)s2)on1
? | O=C(NC[C@H]1O[C@H](Cc2cc(CN3CCNCC3)on2)CC[C@@H]1O)c1ccccc1F
-15.7% | CCC(CC)CN1C[C@]23C=C[C@H](O2)C(C(=O)N(C)CCn2ccnc2C)C3C1=O (stereo not given in full)
7.6% | O=C1CCc2cc(S(=O)(=O)NC(C(=O)Nc3cccc(F)c3)c3ccccc3)ccc2N1 (stereo not given)
-21.6% | O=C(O)/C(CC(=O)c1ccc(Cl)cc1)=N/Nc1ccc([N+](=O)[O-])cc1[N+](=O)[O-]
-25.7% | COc1ccc(CN2CCN(C/C=C/c3ccccc3)CC2)c(OC)c1OC
-11.2% | Cc1cccc(-n2c(=O)c3ccccc3n(Cc3ccccc3C#N)c2=O)c1
-7.2% | COc1cccc(/C=C2\Oc3cc(OS(=O)(=O)c4ccc(C)cc4)ccc3C2=O)c1OC
-20.5% | Cc1ccc2nc(SCCC(=O)N3CC[C@@](C)(O)[C@@H](O)C3)cc(C)c2c1
190.5%[activator] | CC(=O)Oc1cc(OC(C)=O)c2c(C)c(CC(=O)NCc3ccccc3)c(=O)oc2c1
7.6% | Nc1nc(CCCNC(=O)C2CC(=O)N(Cc3ccccn3)C2)cs1 (stereo not given)
-4.2%[86.2 µM] | COC(=O)C1CCN([C@H]2[C@@H]3OC[C@@H](O3)[C@@H](NC(=O)Nc3cccc(C#N)c3)[C@@H]2O)CC1
